Source: PubChem (National Center for Advancing Translational Sciences (NCATS))
Pf growth 48h: inhibits P. falciparum growth in the first generation, 48 h. 310,000 tested, 5.9% active. P. falciparum luciferase growth in erythrocytes, 48 h. Potency, µM (doses to about 28.7 µM), without a hit: at the highest dose activity change, negative = inhibition, most hits filed as inhibitors; further: potency means the concentration at half of the fitted maximal effect; on the % scale 0 is the no-effect control and ±100 the full control effect
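Luciferase-expressing P. falciparum in infected erythrocytes (2% hematocrit, 0.1% parasitemia final) in RPMI 1640/0.5% Albumax were exposed to compound for 48 hours at 37 C, 5% CO2; growth read as luminescence.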
HCV inhibitor: blocks hepatitis C virus; Huh7.5.1 HCVcc-Cre infection, luciferase reporter, 44 h; Potency, µM (doses to about 41.8 µM), for inactives: top-dose activity change, negative = inhibition, most hits filed as inhibitors; 340,000 tested, 3.4% active; further: potency means the concentration at half of the fitted maximal effect; on the % scale 0 is the no-effect control and ±100 the full control effect
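Compounds are dispensed onto cells plated 4 h earlier at 1,000 per well, with HCVcc-Cre virus (about 0.5 moi) added next. Following 44 h of culture, luminescent signal is measured for 15 sec after 15 min with substrate at room temperature.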
LmPK inh: blocks Leishmania mexicana pyruvate kinase activity; Q27686; purified LmPK, Kinase-Glo ATP luminescence, 1 h; Potency, µM (doses to about 57.5 µM), without a hit: at the highest dose activity change, negative = inhibition, most hits filed as inhibitors; 290,000 tested, 0.37% active; AID 1721; further: potency means the concentration at half of the fitted maximal effect; on the % scale 0 is the no-effect control and ±100 the full control effect
Target sequence (Q27686 whole entry, looked up): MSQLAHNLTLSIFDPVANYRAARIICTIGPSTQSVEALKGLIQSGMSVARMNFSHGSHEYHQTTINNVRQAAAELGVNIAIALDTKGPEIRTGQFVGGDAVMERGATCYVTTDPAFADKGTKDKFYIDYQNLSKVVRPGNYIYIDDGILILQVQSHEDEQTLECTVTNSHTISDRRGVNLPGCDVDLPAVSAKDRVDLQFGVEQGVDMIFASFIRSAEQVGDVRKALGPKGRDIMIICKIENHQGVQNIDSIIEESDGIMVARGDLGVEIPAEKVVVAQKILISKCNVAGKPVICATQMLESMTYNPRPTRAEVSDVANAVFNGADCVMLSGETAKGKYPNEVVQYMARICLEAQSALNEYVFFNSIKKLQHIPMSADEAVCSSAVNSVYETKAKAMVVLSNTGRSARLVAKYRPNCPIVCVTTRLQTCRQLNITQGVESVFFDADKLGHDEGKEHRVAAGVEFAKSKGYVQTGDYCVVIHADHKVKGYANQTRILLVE
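Pyruvate kinase activity monitored as ATP production (luciferase luminescence). Conditions: 0.1 nM enzyme, 0.5 mM PEP, 0.1 mM ADP, 1 h, RT; normalized against uninhibited and no-enzyme wells.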
Shiga inhibitor: inhibitors of Shiga toxin in Vero cells; Vero cells, Shiga toxin protein synthesis inhibition reporter; inhibition, % at 38.7 µM; 290,000 tested, 9.2% active; AID 2315; in the data active means inhibition mostly above about 28%, no sharp cut-off; inactive means mostly below about 43%; further: 0% is about no effect
Pf growth 96h: inhibits malaria parasite growth, 96 h. AID 504834. P. falciparum luciferase reporter growth, 96 h. 320,000 tested, 6.9% active. Potency, µM (series often up to 28.7 µM), for inactives: at the top dose activity change, negative = inhibition, actives largely listed as inhibitors; further: potency means the concentration at half of the fitted maximal effect; on the % scale 0 is the no-effect control and ±100 the full control effect
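Erythrocytes infected with luciferase-expressing P. falciparum were dispensed at 2% hematocrit and 0.05% parasitemia (final), then incubated with compounds 96 hours at 37 C in 5% CO2. Luminescence after detection reagent addition reported growth.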
Cycloheximide cs: counter-screen for Shiga toxin inhibitors: cycloheximide protein synthesis inhibition. 300,000 tested, 12% active. max response, %. cell reporter, cycloheximide protein synthesis inhibition counterscreen; in the data active means max response mostly above about 13%, no sharp cut-off; inactive means mostly below about 14%; further: read at 38.3 µM for the half of the compounds with a filed dose; 0% is about no effect
Tb PYK inh: blocks Trypanosoma brucei pyruvate kinase; TbPYK enzyme, Kinase-Glo Plus ATP luminescence, 45 min; 410,000 tested, 0.12% active; Potency, µM (titrated, usually from 76.8 µM), inactives show at the highest dose activity, negative = inhibition, hits mostly inhibitors; further: potency means the concentration at half of the fitted maximal effect; on the % scale 0 is the no-effect control and ±100 the full control effect; nearly all actives have a fitted effect of over 50% in size
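Enzyme and substrate buffer are dispensed first and compound is pin-transferred. ADP at 130 uM final then starts the reaction, which runs 45 min at room temperature. Detection reagent is added for 10 min before luminescence is imaged.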
An asterisk follows results filed as active; i = inactive; ? = inconclusive; / = not tested or not shown; & = joins results of further samples; [ ] = remark or other dose. Unless noted, the call rests on the fitted dose curve; in most records, active means well fitted curve in the direction sought with a large enough effect; inconclusive means small, poorly fitted or top-dose-only effect, or another doubt; inactive means no such curve, though single readings can be large; an effect the other way counts as inactive or inconclusive. Random draw from the library; 24% or so of the library scored in one or more.

canonical_smiles,Pf growth 48h,HCV inhibitor,LmPK inh,Shiga inhibitor,Pf growth 96h,Cycloheximide cs,Tb PYK inh
O=C(COC(=O)c1ccc([N+](=O)[O-])s1)Nc1ccccc1,2%,34%[activator],-4%,11,-23%,-3,-12%
COCCn1nnnc1C(c1ccccc1OC)N1CCN(C(=O)c2ccco2)CC1 (configuration not stated),-19%,-6%,-5%,15,17%,7,-1%
O=C(c1ccccc1Sc1ccc([N+](=O)[O-])cc1Cl)N1CCOCC1,3%[5.75 µM],-11%,3%,-8,117%[activator],-3,-5%
O=C(NCc1ccccc1)C1CCCN(c2cnccn2)C1 (configuration not stated),29%,13%,-11%,1,?,10,-6%
Cc1cc2ncn(C(=O)c3c(-c4ccccc4)noc3C)c2cc1C,2%,0%,4%,2,-9%,-3,1%
CC(=O)NCCNC(=O)c1oc2ccccc2c1CSc1ncn[nH]1,12%,-6%,0%,20,47%[activator],1,-2%
CCOC(=O)N1CCN(C(=O)CN2C(=O)CC(C)(C)S(=O)(=O)c3ccccc32)CC1,/,19%,2%,-10,3.3µM*,-3,5%
COc1ccc2occ(C(=O)c3ccccc3)c2c1,118%[activator],-17%,-6%,66*,5%,38*,-5%
O=P(N1CCCCC1)(N1CCCCC1)C(Cl)(Cl)Cl,-12%,-1%,-10%,-15,/,-2,/
CCOC(=O)Cn1nnnc1C(CC)N(Cc1ccccc1)Cc1cc2cc(C)ccc2[nH]c1=O (configuration not stated),/,7%,7%,-18,?,-4,-8%
Nc1nnc(CC(=O)N/N=C/c2ccc(-c3ccccc3Cl)o2)s1,-10%,-7%,1%,-7,?,-6,5%
Cn1cccc2[nH]c(=O)nc1-2,1%,29%,-5%,-4,19%,-3,-6%

(further entries)
canonical_smiles,Pf growth 48h,HCV inhibitor,LmPK inh,Shiga inhibitor,Pf growth 96h,Cycloheximide cs,Tb PYK inh
O=C1[C@H]2[C@@H](c3ccc(Cl)cc3)N3C(=O)N(c4cccc(Br)c4)C(=O)[C@@]3(Cc3ccc(Cl)cc3)[C@H]2C(=O)N1C1CCCCC1,?,-8%,-2%,14,12µM*,3,-4%
O=C(O)c1ccccc1SCC(=O)N1CCc2ccccc21,115%[activator],-9%,-7%,2,118%[activator],-1,2%
COc1cccc(-c2nc3n(n2)C(c2cccs2)C(C(=O)Nc2cccnc2)=C(C)N3)c1 (configuration not stated),-19%,1%&7%,6%,12,7%,8,-2%
COCCNc1nc(SC)nc2sc3c(c12)CCN(C)C3,0%,-18%,0%,-3,?,-1,-14%
CCOC(=O)c1nc(NCc2ccccc2)sc1C,8%,?,-11%,89*,-5%,63*,?
CCN(CC)CCNC(=O)c1ccc(NC(=O)c2ccc(F)cc2F)cc1,35%[activator],-13%,5%,-3,27%,11,-2%
Cc1ccc(C)c(NS(=O)(=O)c2cc(C(=O)N3CCCC3)ccc2Cl)c1,-25%,-14%,1%,-30,17%,-3,0%
COc1ccc(CNS(=O)(=O)c2ccc3c(c2)CCN3C(=O)C2CC2)cc1,/,4%,8%,-6,-18%,-3,?
O=C(NC1CCN(Cc2ccccc2)C1)c1cc(S(=O)(=O)N2CCOCC2)ccc1Cl (configuration not stated),-18%,14%,/,/,-10%,/,3%
COc1cc2ccccc2cc1C(=O)N1CCCC(C(F)(F)F)C1 (configuration not stated),0.52µM*,15%,/,/,0.47µM*,/,4%
COc1ccccc1-c1nnc(NC(=O)c2ccc(S(=O)(=O)N(C)C)cc2)o1,/,-25%,6%,-18,-22%,-5,3%
Cc1c(NC(=O)CSC2=C(C#N)C(c3ccccc3F)CC(=O)N2)c(=O)n(-c2ccccc2)n1C (configuration not stated),0%,8%&5%,2%,-3,30%,0,-11%

(further entries)
canonical_smiles,Pf growth 48h,HCV inhibitor,LmPK inh,Shiga inhibitor,Pf growth 96h,Cycloheximide cs,Tb PYK inh
O=C(O)C1CCN(c2nc(-c3ccccc3)c3cc(Br)ccc3n2)CC1,-10%,0%,7%,0,5%,-8,-7%
CC(C)Cn1c(N)c(C(=O)CSc2nc3ccccc3c(=O)n2CCCN2CCOCC2)c(=O)n(C)c1=O,-3%,/,-7%,-11,17%,-2,/
Cc1nc2sc(C(=O)O)c(N)c2c2c1COC(C)(C)C2,?,?,5%,7,36%[activator],-1,?
Cc1ccccc1CN(C)C(=O)COC(=O)CSc1ccc([N+](=O)[O-])cc1,?,1%,/,/,2%,/,-2%
CC(C)Cn1c(=O)c2ccccc2n2c(CCC(=O)NCC3CCCO3)nnc12 (configuration not stated),-17%,-11%,-2%,26,70%[activator],6,13%
Cc1nnc(SCCC(C)C)[nH]c1=O,-4%,3%,0%,-5,-12%,1,4%
Cc1cc(NC(=O)CN2CCC(n3nnc4cc(C(F)(F)F)ccc43)CC2)no1,?,-24%,-3%,-8,?,1,0%
CCCC(=O)Nc1cccc(C(=O)Nc2ccccc2OCC)c1,?,/,3%,34,?,1,/
COC(=O)C1=CN(c2ccc(F)cc2)C=C(C(=O)OC)C1c1cccc([N+](=O)[O-])c1,-20%[0.00184 µM],?,2%,5,100%[activator],2,-6%
COc1ccc(OC)c(-c2csc(NC(=O)Cc3ccccc3F)n2)c1,?,?,-2%,41*,-10%,28*,8%
CC[C@@H](C)C(NC(=O)OC(C)(C)C)c1cn([C@@H](Cc2cc3ccccc3[nH]2)C(=O)N2CCN(C(=O)OC(C)(C)C)CC2)nn1 (some centres not stated),?,?,8%,-12,3.7µM*,1,-3%
O=C(COC(=O)[C@H](Cc1ccccc1)NC(=O)c1ccco1)NCc1ccccc1,/,10%,3%,-11,?,-2,/

New compounds follow.
canonical_smiles,Pf growth 48h,HCV inhibitor,LmPK inh,Shiga inhibitor,Pf growth 96h,Cycloheximide cs,Tb PYK inh
Cc1cc(NC(=O)CSc2nc3ccccc3n2CC(C)C)no1,-15%,-11%,-1%,-4,?,16,-2%
CC(CCc1ccco1)NC(=O)CCc1nnc2ccc(NCc3ccccc3)nn12 (configuration not stated),-6%,2%,-10%,-2,?,-3,1%
CCC(C)[C@H](NC(=O)N1CCN(C)CC1)C(=O)OC (some centres not stated),2%,2%,-4%,-14,21%,-2,-12%
COC(=O)C1(S(=O)(=O)C2(C(=O)OC)CCCC2)CCCC1,3%,1%,1%,-2,?,-3,-5%
CCCCOC(=O)c1sc2nc(N3CCOCC3)c3c(c2c1N)CC(C)(C)OC3,45%[activator],-15%,5%,-3,0%,-2,4%
O=C(c1ccc2snnc2c1)N1CCSCC1,10%,?,-1%,-13,1%,-4,-5%
COCCCNC(=S)N1CCN(S(=O)(=O)c2ccc(OC)cc2)CC1,?,-83%,2%,16,-14%,-3,?
O=C(c1cc(COc2c(F)cccc2F)on1)N1CCC(c2ccccc2Cl)C1 (configuration not stated),-19%,3%,6%,82*,20%,51*,-1%
CCOC(=O)C1=C(C)Nc2nc(C)nn2C1c1ccc(OCC)c(OC)c1 (configuration not stated),12%,12%,1%,6,6%,-1,-1%
CC(C(=O)O)n1cnc2sc3c(c2c1=O)CCCC3 (configuration not stated),-1%,4%,3%,-14,2%,6,-4%
CCCCN(C)C(=O)C1CCC(CNS(=O)(=O)c2ccc3c(c2)CC(C)N3C(=O)C2CC2)CC1 (configuration not stated),-20%,?,6%,-2,?,-3,7%
COc1ccc(S(=O)(=O)N(CC(=O)N/N=C/c2cccs2)c2ccc(C)cc2)cc1OC,-10%,?,1%,-14,/,-4,-15%

Next part (3 carried over from the part before).
canonical_smiles,Pf growth 48h,HCV inhibitor,LmPK inh,Shiga inhibitor,Pf growth 96h,Cycloheximide cs,Tb PYK inh
CC(C(=O)O)n1cnc2sc3c(c2c1=O)CCCC3 (configuration not stated),-1%,4%,3%,-14,2%,6,-4%
CCCCN(C)C(=O)C1CCC(CNS(=O)(=O)c2ccc3c(c2)CC(C)N3C(=O)C2CC2)CC1 (configuration not stated),-20%,?,6%,-2,?,-3,7%
COc1ccc(S(=O)(=O)N(CC(=O)N/N=C/c2cccs2)c2ccc(C)cc2)cc1OC,-10%,?,1%,-14,/,-4,-15%
COc1ccc(Cl)cc1S(=O)(=O)N1CCC(C(=O)NCC2CCCO2)CC1 (configuration not stated),?,/,-3%,-3,?,-1,7%
Cc1cc(N2C(=O)C3CCCN3C2c2ccccc2)no1 (configuration not stated),-18%,?,2%,10,15%,5,0%
CCCOc1ccc(/C=N/Nc2ccccn2)cc1OC,198%[activator],?,3%,88*,440%[activator],50*,-24%
Cc1ccc(Cn2c(=O)c3c(ncn3C)n(C)c2=O)cc1,-33%,-14%,-3%,-3,?,2,-1%
S=C(c1ccc(-c2ccccc2)o1)N1CCCCC1,210%[activator],?,-5%,98*,?,38*,-21%
CN(CC(=O)Nc1ccccc1C(=O)N1CCCC1)S(=O)(=O)c1ccc(Cl)cc1,/,0%,5%,-18,-15%,-1,-5%
O=C(NCC1CCCO1)c1ccc(COc2ccc(F)cc2)o1 (configuration not stated),37%[activator],5%,-9%,33,-18%,7,-9%
Cc1ccc(C)c(NC(=S)NNC(=O)c2sccc2C)c1,14%,14%,-14%,121*,7%[5.75 µM],29*,-6%
CCCc1ccc2oc(C(=O)NCc3nnc(C)o3)c(C)c2c1,-3%,-2%,-7%,97*,-1%,45*,2%
COc1ccc(NC(=O)CN2C(=O)C(C)Oc3ccc(C)cc32)cc1 (configuration not stated),-8%,?,-6%,-11,-36%,-4,-2%
CC(=O)c1c(O)c(C)c(-c2ccccc2)n(-c2ccccc2)c1=O,9%,-2%,3%,22,2%,-4,6%
O=C(Nc1ccc(Cl)cc1)NC1(C(=O)NCCCN2CCOCC2)CCCCC1,?,-1%,-3%,47,/,2,6%

Going on with the list.
canonical_smiles,Pf growth 48h,HCV inhibitor,LmPK inh,Shiga inhibitor,Pf growth 96h,Cycloheximide cs,Tb PYK inh
COC(=O)CSc1nc2c(c(=O)n(C)c(=O)n2C)n1CCC(C)C,-1%,?,0%,-1,29%,2,-21%
CCCC[C@]12Cc3cc(C#N)ccc3C(O1)c1c(cc(C)n(Cc3ccccc3)c1=O)O2,?,/,-4%[11.5 µM],i,?,1,/
O=C(O)CCC(=O)NNC(=O)CCCOc1ccc(Cl)cc1Cl,-6%,-17%,3%,2,2%,2,-11%
COC(=O)/C=C1\SC(N)=NC1=O,?,10%,1%,-5,?,-3,1%
COc1cc2[nH]c(Cl)c([N+](=O)[O-])c2cc1OC,-1%,-4%,2%,-3,3%,-1,?
Cc1c(NC(=O)COC(=O)CSc2ccc([N+](=O)[O-])cc2)c(=O)n(-c2ccccc2)n1C,-28%,-2%,/,/,?,/,3%
